KCNQ2 inh: KCNQ2 channel blockers in CHO-K1 cells – cell-based, FluxOR thallium flux, B-score, primary screen (AID 2156) | hit rate 1.1% among 310,000 | 20 min; active compounds read low | B-score at 10 µM;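 active means fluorescence ratio B-score at most minus 3 library SDs, with starting brightness B-score within 2 library SDs, cut at about -5.5 in these data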
Target sequence (O88943 whole entry, looked up): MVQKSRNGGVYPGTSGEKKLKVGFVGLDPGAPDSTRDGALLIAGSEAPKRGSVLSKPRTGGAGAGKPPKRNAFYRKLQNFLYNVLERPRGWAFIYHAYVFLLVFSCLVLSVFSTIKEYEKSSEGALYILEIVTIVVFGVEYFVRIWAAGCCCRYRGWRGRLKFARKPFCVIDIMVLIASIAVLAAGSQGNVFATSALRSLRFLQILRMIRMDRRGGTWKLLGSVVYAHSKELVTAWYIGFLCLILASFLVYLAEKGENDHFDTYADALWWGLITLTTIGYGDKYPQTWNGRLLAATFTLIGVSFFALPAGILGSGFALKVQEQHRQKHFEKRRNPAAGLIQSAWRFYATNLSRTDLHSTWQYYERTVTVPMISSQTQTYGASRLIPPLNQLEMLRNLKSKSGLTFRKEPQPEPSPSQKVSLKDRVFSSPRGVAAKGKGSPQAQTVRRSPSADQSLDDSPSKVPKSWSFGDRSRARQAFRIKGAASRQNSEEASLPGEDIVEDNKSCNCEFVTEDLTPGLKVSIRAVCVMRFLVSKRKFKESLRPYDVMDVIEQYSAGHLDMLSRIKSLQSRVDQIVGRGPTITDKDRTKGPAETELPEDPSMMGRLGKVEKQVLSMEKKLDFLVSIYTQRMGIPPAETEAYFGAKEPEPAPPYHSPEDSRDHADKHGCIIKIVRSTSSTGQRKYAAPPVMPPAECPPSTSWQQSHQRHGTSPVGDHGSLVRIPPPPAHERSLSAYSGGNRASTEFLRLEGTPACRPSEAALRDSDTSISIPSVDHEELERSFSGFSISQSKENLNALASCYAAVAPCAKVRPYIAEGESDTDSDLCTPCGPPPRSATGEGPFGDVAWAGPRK
Kir21 inh: Kir2.1 (mouse) channel inhibition. HEK293-Kir2.1, FluxOR thallium flux fluorescence; active compounds read low. B-score at 10 µM. hit rate 0.85% among 310,000;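 active means fluorescence ratio B-score at or below minus 3 SD of library scores, with starting-brightness B-score within 2 SD, cut at about -4.2 in these data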;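 further: channel flux triggered by added potassium and thallium sulfate stimulus; B-score of peak minus minimum fluorescence over baseline after thallium stimulus; more negative B-score means stronger Kir2.1 block with less thallium influx; some compounds called inactive have numbers as strong as hits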
An asterisk follows results filed as active; i = inactive.

CC1CCN(S(=O)(=O)c2cc3c4c(c2)C(C)C(=O)N4CCC3)CC1 (stereo unspecified)
  KCNQ2 inh = i
  Kir21 inh = -2.5

O=C(Nc1ccc2c(c1)OCO2)C1CCN(C(=O)c2ccc(Br)cc2)CC1
  KCNQ2 inh = i
  Kir21 inh = 0.75

CCCn1nnc(NC(=O)c2cccc(Cl)c2)n1
  KCNQ2 inh = i
  Kir21 inh = 0.77

C/C(CC(=O)NC(C)(C)C)=N\NC(=O)COc1ccc(C)cc1Br
  KCNQ2 inh = i
  Kir21 inh = -0.04

O=C(CSc1nnc(SCc2cccc3ccccc23)s1)c1ccc2c(c1)OCO2
  KCNQ2 inh = i
  Kir21 inh = -0.52

O=C(CSc1nnc(NC(=O)c2ccco2)s1)Nc1cccc(F)c1
  KCNQ2 inh = i
  Kir21 inh = 1.6

Cc1c(NC(=O)/C(C#N)=C/c2ccc(-c3cc(Cl)ccc3Cl)o2)c(=O)n(-c2ccccc2)n1C
  KCNQ2 inh = i
  Kir21 inh = 1.8

COC(=O)c1[nH]c2c(c1C(=O)OC)CCc1ccccc1-2
  KCNQ2 inh = i
  Kir21 inh = 0.01

CC(Sc1nnc(COc2ccccc2)n1Cc1ccccc1)C(=O)O (stereo unspecified)
  KCNQ2 inh = i
  Kir21 inh = 0.54

O=C(COC(=O)c1ccc(Cl)nc1)NC(=O)c1ccc(OC(F)F)cc1
  KCNQ2 inh = i
  Kir21 inh = 0.36

O=C1NC2(O)C(=O)c3ccccc3C2(O)N1 (stereo unspecified)
  KCNQ2 inh = i
  Kir21 inh = 1.5

Cc1cc(C)nc(SCc2ccc([N+](=O)[O-])cc2)n1
  KCNQ2 inh = i
  Kir21 inh = 0.7

Cn1c(=O)c2c(nc(Sc3n[nH]c(N)n3)n2Cc2ccccc2Cl)n(C)c1=O
  KCNQ2 inh = i
  Kir21 inh = -0.17

O=C1CSC(c2ccccc2O)N1Cc1ccccc1 (stereo unspecified)
  KCNQ2 inh = i
  Kir21 inh = -2.4

CCn1c(CNC(=O)c2ccc(OC)cc2)nnc1SCC(=O)c1ccccc1
  KCNQ2 inh = i
  Kir21 inh = -0.07

COc1ccc(N2CCN(S(=O)(=O)c3ccc4c(c3)CC(C)N4C(=O)C3CC3)CC2)cc1 (stereo unspecified)
  KCNQ2 inh = i
  Kir21 inh = 0.62

Cc1ccc(Cl)cc1NC(=O)CSc1nncn1-c1ccccn1
  KCNQ2 inh = i
  Kir21 inh = -0.45

N#Cc1ccsc1NC(=O)CSc1nnc(-c2ccccc2)o1
  KCNQ2 inh = i
  Kir21 inh = -0.02

Cc1cc(NC(=O)CCC(=O)N(CC(=O)NC2CCCC2)c2ccc(Cl)c(Cl)c2)no1
  KCNQ2 inh = i
  Kir21 inh = 0.61

COc1ccc(/C=N\NC(=O)c2ccc([N+](=O)[O-])c(C)c2)cc1COc1ccccc1C(N)=O
  KCNQ2 inh = i
  Kir21 inh = -0.06

CN(C)S(=O)(=O)c1cccc(NC(=S)Nc2ccc3cn[nH]c3c2)c1
  KCNQ2 inh = i
  Kir21 inh = 0.01

COc1cc2c(cc1NC(=O)CSc1nc3cc(Cl)ccc3s1)oc1ccccc12
  KCNQ2 inh = i
  Kir21 inh = 2.3

O=C(O)CSc1nc(-c2ccccc2)nc2c1CCCC2
  KCNQ2 inh = i
  Kir21 inh = 1.6

CCO[C@@H]1OC(C(=O)Nc2ccccc2)=C[C@H](c2coc3ccccc3c2=O)[C@H]1CCCO
  KCNQ2 inh = i
  Kir21 inh = 2

CC(C)c1ccc(OCC(=O)NCCO)cc1
  KCNQ2 inh = i
  Kir21 inh = 1.1

Cc1cc(C)cc(OCC(=O)N/N=C/c2ccco2)c1
  KCNQ2 inh = i
  Kir21 inh = -0.03

O=C(NC(=S)Nc1cccc(NC(=O)c2ccccc2Cl)c1)c1cccs1
  KCNQ2 inh = i
  Kir21 inh = 1.1

COc1cc(SC)ccc1C(=O)NCC1CCCO1 (stereo unspecified)
  KCNQ2 inh = i
  Kir21 inh = -0.17

COc1ccc(/C=C2\SC(c3ccc(C)cc3)=NC2=O)cc1OC
  KCNQ2 inh = i
  Kir21 inh = 0.19

CC(=O)C1C(c2ccc3ncccc3c2)NC(=O)NC1(O)C(F)(F)F (stereo unspecified)
  KCNQ2 inh = i
  Kir21 inh = -0.04

COc1ccc(-c2cc(C(=O)Nc3ccc(OC)c(OC)c3)no2)cc1
  KCNQ2 inh = i
  Kir21 inh = 0.33

Cc1ccc(NC(=O)CCCCCN2C(=O)c3ccccc3C2=O)nc1
  KCNQ2 inh = i
  Kir21 inh = -0.65

C(=C\N1CCCCCC1)/c1nnnn1-c1ccc(-c2ccccc2)cc1
  KCNQ2 inh = i
  Kir21 inh = 0.07

Cc1nonc1OCCNCCNc1ccccc1[N+](=O)[O-]
  KCNQ2 inh = i
  Kir21 inh = -1.7

CSc1ncccc1C(=O)N1CCCC(CCC(=O)NCc2ccc(F)c(F)c2)C1 (stereo unspecified)
  KCNQ2 inh = i
  Kir21 inh = 0.13

CCn1c(SC(C)C(=O)NCC2CCCO2)nc2scc(-c3ccccc3)c2c1=O (stereo unspecified)
  KCNQ2 inh = i
  Kir21 inh = -1.9

CCC(=O)c1cn(CCOc2ccccc2OC)c2ccccc12
  KCNQ2 inh = i
  Kir21 inh = -1

CC(=O)Nc1ccc(S(=O)(=O)Nc2ccccc2C(=O)NCc2cccnc2)cc1
  KCNQ2 inh = i
  Kir21 inh = -0.17

O=C(O)COc1ccc2c(c1)O/C(=C\c1ccco1)C2=O
  KCNQ2 inh = i
  Kir21 inh = -0.15

Cc1ccccc1N(C(=O)Cn1nnc2ccccc21)C(C(=O)NCc1ccco1)c1ccncc1 (stereo unspecified)
  KCNQ2 inh = i
  Kir21 inh = -0.41

Cn1c(C(N)=O)cnc1Sc1ncc(C(F)(F)F)cc1Cl
  KCNQ2 inh = i
  Kir21 inh = 1.6

Cc1ccc(NC(=O)CSc2nnc(-c3ccoc3C)n2CCCN(C)C)cc1Cl
  KCNQ2 inh = i
  Kir21 inh = 0.84

Cc1ccc(S(=O)(=O)N2CCC(=O)N(CCOCc3cccc(C)c3)CC2)cc1
  KCNQ2 inh = i
  Kir21 inh = -1.7

Cc1cccc(NC(=O)CSc2ncnc3sc(C)c(C)c23)n1
  KCNQ2 inh = i
  Kir21 inh = -1.7

CC(=O)c1cc(F)c(N2CCN(C(=O)COc3ccccc3F)CC2)cc1C
  KCNQ2 inh = i
  Kir21 inh = 0.65

C/C(=N\NC(=O)C1CCCC1)c1ccc(Cl)c(Cl)c1
  KCNQ2 inh = i
  Kir21 inh = 0.22

COc1ccc(-c2cccc(NS(=O)(=O)c3cc([N+](=O)[O-])ccc3C)c2)nn1
  KCNQ2 inh = i
  Kir21 inh = 0.88

O=C(O)CC(CC(=O)O)(C(=O)O)c1ccccc1
  KCNQ2 inh = i
  Kir21 inh = -0.86

CCN(CC)C(=O)CN(C)S(=O)(=O)c1cccc2nsnc12
  KCNQ2 inh = i
  Kir21 inh = 0.04

CC(C)c1nnc(NC(=O)Cn2nc(-c3ccc4c(c3)OCCO4)ccc2=O)s1
  KCNQ2 inh = i
  Kir21 inh = 0.25

(further entries)
Fields – KCNQ2 inh, Kir21 inh
Cc1cccc(CN2CCC(CNC(=O)CCNC(=O)Cn3ccc4ccccc4c3=O)CC2)c1
→ i, -1.3
COc1ccc(CN2CC34C=CC(O3)C(C(=O)O)C4C2=O)cc1 (stereo unspecified)
→ i, -1.2
CC(c1ccccc1F)n1cc(C(=O)NCc2ccncc2)nn1 (stereo unspecified)
→ i, 0.03
Cc1cc(C)n2ncnc2n1
→ i, 1.9
Cc1cc(NC(=O)c2ccc(-c3ccc(F)c(Cl)c3)o2)no1
→ i, 0.16
COc1ccc(F)cc1S(=O)(=O)n1cnc2ccccc21
→ i, -3.5
CN(Cc1ccccc1)S(=O)(=O)c1cccs1
→ i, -0.96
O=C(COCc1cc(-c2ccc3c(c2)OCO3)on1)N1CCN(c2cccc(Cl)c2)CC1
→ i, -0.42
Cc1cc(N2C(=O)C(O)=C(C(=O)c3cc4ccccc4o3)C2c2ccc([N+](=O)[O-])cc2)no1 (stereo unspecified)
→ i, -0.98
CSc1ccc(S(=O)(=O)N2CC(=O)Nc3ccccc32)cc1
→ i, -1.9
CCOC(=O)N1CCC(n2c(SCC(=O)c3ccccc3)nc3ccsc3c2=O)CC1
→ i, 1.8
Cc1ccc(C(=O)CSc2nnc(-c3ccccc3N)n2C)cc1
→ i, -0.71
COc1ccccc1N1CCN(S(=O)(=O)c2cn(C)c(=O)n(C)c2=O)CC1
→ i, -0.11
O=C(N/N=C/C=C\c1ccco1)c1cccs1
→ i, -0.6
COC(/C=C/Nc1ccc(C)cc1)=C(C#N)C#N
→ i, 0.21
O=S1CCCSC1c1cccnc1 (stereo unspecified)
→ i, -0.19
O=C(c1cccc(S(=O)(=O)Nc2ccccc2Cl)c1)N1CCC1
→ i, -0.05
COCCNC(=O)C(c1ccc(O)cc1)N(Cc1cccs1)C(=O)CCC(=O)Nc1ccccn1 (stereo unspecified)
→ i, -0.49
Cc1ccc2c(c1C)NC(=O)C2(O)CC(=O)c1ccc2c(c1)OCO2 (stereo unspecified)
→ i, 0.79
Cc1ccc(C(C(=O)NCc2ccccc2)N(C(=O)c2csnn2)c2cccc3ccccc23)o1 (stereo unspecified)
→ i, -0.32
CC(NC(=S)N1CCN(c2ccccc2)CC1)c1ccccc1 (stereo unspecified)
→ i, -0.08
CC(C(=O)Nc1cccc(S(=O)(=O)N2CCOCC2)c1)N1CCN(C/C=C/c2ccccc2)CC1 (stereo unspecified)
→ i, 3
COc1ccccc1NC(=O)C1=C(C)Nc2nc3ccccc3n2C1c1cccs1 (stereo unspecified)
→ i, 0.05
CC(NC(=O)C(=O)NCc1cccs1)c1ccccc1 (stereo unspecified)
→ i, 0.25

Filtered by structure: the entries above with a halogen.
Fields – KCNQ2 inh, Kir21 inh
O=C(Nc1ccc2c(c1)OCO2)C1CCN(C(=O)c2ccc(Br)cc2)CC1
→ i, 0.75
CCCn1nnc(NC(=O)c2cccc(Cl)c2)n1
→ i, 0.77
C/C(CC(=O)NC(C)(C)C)=N\NC(=O)COc1ccc(C)cc1Br
→ i, -0.04
O=C(CSc1nnc(NC(=O)c2ccco2)s1)Nc1cccc(F)c1
→ i, 1.6
Cc1c(NC(=O)/C(C#N)=C/c2ccc(-c3cc(Cl)ccc3Cl)o2)c(=O)n(-c2ccccc2)n1C
→ i, 1.8
O=C(COC(=O)c1ccc(Cl)nc1)NC(=O)c1ccc(OC(F)F)cc1
→ i, 0.36
Cn1c(=O)c2c(nc(Sc3n[nH]c(N)n3)n2Cc2ccccc2Cl)n(C)c1=O
→ i, -0.17
Cc1ccc(Cl)cc1NC(=O)CSc1nncn1-c1ccccn1
→ i, -0.45
Cc1cc(NC(=O)CCC(=O)N(CC(=O)NC2CCCC2)c2ccc(Cl)c(Cl)c2)no1
→ i, 0.61
COc1cc2c(cc1NC(=O)CSc1nc3cc(Cl)ccc3s1)oc1ccccc12
→ i, 2.3
O=C(NC(=S)Nc1cccc(NC(=O)c2ccccc2Cl)c1)c1cccs1
→ i, 1.1
CC(=O)C1C(c2ccc3ncccc3c2)NC(=O)NC1(O)C(F)(F)F (stereo unspecified)
→ i, -0.04
CSc1ncccc1C(=O)N1CCCC(CCC(=O)NCc2ccc(F)c(F)c2)C1 (stereo unspecified)
→ i, 0.13
Cn1c(C(N)=O)cnc1Sc1ncc(C(F)(F)F)cc1Cl
→ i, 1.6
Cc1ccc(NC(=O)CSc2nnc(-c3ccoc3C)n2CCCN(C)C)cc1Cl
→ i, 0.84
CC(=O)c1cc(F)c(N2CCN(C(=O)COc3ccccc3F)CC2)cc1C
→ i, 0.65
C/C(=N\NC(=O)C1CCCC1)c1ccc(Cl)c(Cl)c1
→ i, 0.22
CC(c1ccccc1F)n1cc(C(=O)NCc2ccncc2)nn1 (stereo unspecified)
→ i, 0.03
Cc1cc(NC(=O)c2ccc(-c3ccc(F)c(Cl)c3)o2)no1
→ i, 0.16
COc1ccc(F)cc1S(=O)(=O)n1cnc2ccccc21
→ i, -3.5
O=C(COCc1cc(-c2ccc3c(c2)OCO3)on1)N1CCN(c2cccc(Cl)c2)CC1
→ i, -0.42
O=C(c1cccc(S(=O)(=O)Nc2ccccc2Cl)c1)N1CCC1
→ i, -0.05

Shown with bars between the fields: entries from further up.
Molecule | KCNQ2 inh | Kir21 inh
COc1ccccc1NC(=O)C1=C(C)Nc2nc3ccccc3n2C1c1cccs1 (stereo unspecified) | i | 0.05
CC(NC(=O)C(=O)NCc1cccs1)c1ccccc1 (stereo unspecified) | i | 0.25
